CD40 NFkB inh: CD40 pathway inhibition in BL2 cells; inhibition, % at 10 µM; BL2 NF-kB luciferase reporter, CD40L-induced, 4 h; AID 1053188; hit rate 0.94% among 83,000;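 active means mean inhibition of at least 50% with a set share of replicates also reaching that level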;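 further: 0% = neutral control wells and 100% = IKK inhibitor VII at 50 µM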
* marks the source's active call; other numbers are inactive results; [ ] = dose if it differs, or a comment. Not all compounds are listed (hit frequency here may not be typical).

SMILES	CD40 NFkB inh
CC(CNC(=O)c1ccc2c(c1)OCO2)c1ccc([N+](=O)[O-])cc1 (stereo unspecified)	23
CCn1c(=O)n(CC)c2cc(S(=O)(=O)NCCOc3ccccc3)c(C)cc21	5
CC(C)NC(=O)N1[C@H](CO)[C@@H](c2ccccc2-c2ccc(F)cc2)[C@@H]1C#N	-1[25 µM]
O=C1C2C3CCC(O3)C2C(=O)N1c1cc(OCC(F)F)cc([N+](=O)[O-])c1 (stereo unspecified)	0
COc1ccc(CC(=O)NNC(=O)c2ccccc2)cc1OC	-2
COc1cccc(-c2ccc3nccn3c2)c1	-47
CC(=O)Nc1ccc(S(=O)(=O)N(C)CC(=O)OCC(=O)Nc2cc(C)on2)cc1	12
O=C(Nc1nc(-c2ccccc2Cl)cs1)c1cccnc1	-10
CN(CC(=O)Nc1ccccc1Cl)C(=O)COC(=O)c1cccs1	13
COCCCNC(=O)CCCCCNS(=O)(=O)c1ccc(Br)cc1	1
COc1ccc(S(=O)(=O)N2CCC(Nc3ccccc3Cl)CC2)cc1	0
COc1ccc(-n2cnnc2SCc2cnc(-c3ccccc3)s2)cc1	5
CC(=O)Oc1ccc(C(=O)Cc2ccc3ccccc3n2)c(O)c1C	-65
O=C(C[C@H]1CC[C@@H]2[C@H](COC[C@H](O)CN2CCC(F)(F)F)O1)NCc1ccc2c(c1)OCO2	0[25 µM]
O=C1CCCn2cc(nn2)COCCN1	2[25 µM]
C[C@H]1CN([C@@H](C)CO)C(=O)c2ccccc2-c2ccccc2CO[C@H]1CN(C)C(=O)Nc1ccc(-c2ccccc2)cc1	0[25 µM]
CC(Sc1nn(-c2ccc(Cl)cc2)c(=S)s1)C(=O)NCC1CCCO1 (stereo unspecified)	-1
CCc1c(C)sc(NC(=O)c2cccs2)c1C(N)=O	-60
Cc1noc(C)c1S(=O)(=O)Nc1ccc2c(c1)C(=O)N([C@@H](C)CO)C[C@@H](C)[C@@H](CN(C)Cc1ccc3c(c1)OCO3)OCCCC[C@@H](C)O2	12
CN(C)CCCn1c(N)c(S(=O)(=O)c2ccccc2)c2nc3ccccc3nc21	2
O=C(NCc1ccccc1Cl)NC(=O)c1ccccc1	-1
O=C(C[C@H]1CC[C@H]2[C@@H](COC[C@@H](O)CN2C(=O)c2cnccn2)O1)NCc1ccc(Cl)cc1	3[25 µM]
c1ccc(CN2CCN(Cc3nnc(-c4ccccc4)o3)CC2)cc1	-2
CCOC(=O)c1cn[nH]c1N	-2
c1ccc2c(c1)-c1ccccc1C2N1CCOCC1	2
SMILES	CD40 NFkB inh
O=C(NC1CCCCC1)C(c1ccccc1)N1CCc2ccccc21 (stereo unspecified)	-1
O=C(O)c1nccnc1C(=O)Nc1ccccc1-c1ccccc1	2
O=C(Cn1c(=O)oc2cc(S(=O)(=O)N3CCCC3)ccc21)Nc1ccccn1	2
CCC(=O)N1CC(=O)N2[C@@H](CO)[C@H](c3ccc(-c4ccc(C#N)cc4)cc3)[C@@H]2C1	-6[25 µM]
COc1cccc(C(=O)Nc2cc3c(cc2C(C)=O)OCCO3)c1	-53
O=C(NCC1COc2ccccc2O1)C1CCN(S(=O)(=O)c2ccccc2)CC1 (stereo unspecified)	3
CCNC(=S)NNC(=O)c1cc(C2CC2)nc2ccccc12	5
CC(C(=O)Nc1ccc(Cl)cc1)c1ncc(C(F)(F)F)cc1Cl (stereo unspecified)	13
O=C(O)COCC(=O)N1CCN(C2c3ccccc3-c3ccccc32)CC1	3
c1ccc(-c2cc3c(ccc4nonc43)nn2)cc1	-69
O=S(=O)(c1cccs1)N1CCCCN2[C@H](C1)[C@H](c1ccc(Br)cc1)[C@@H]2CO	16[25 µM]
COc1ccccc1N1CCN(CCN2C(=O)C3CCCCN3C2=O)CC1 (stereo unspecified)	4
O=S(=O)(O)c1cc(Cl)cc(N=Nc2ccc(O)cc2O)c1O	15
COCC(=O)N1CC(=O)N2[C@H](CO)[C@H](c3ccc(C#CC4CC4)cc3)[C@@H]2C1	-15[25 µM]
O=C(NCc1cccs1)c1noc2c1CCCCC2	-74
COc1ccc(Nc2c(-c3ccc(OC)cc3)nc3cnccn23)cc1	-11
C[C@@H]1CN([C@@H](C)CO)C(=O)CCCn2nncc2CO[C@@H]1CN(C)S(=O)(=O)c1ccc2c(c1)OCCCO2	10[25 µM]
CSc1nsc(N/N=C/c2ccccc2)c1C#N	20
CC(NC(=O)COC(=O)c1ccc(Br)o1)c1ccccc1 (stereo unspecified)	-14
CN(C)CC(=O)Nc1ccc2c(c1)[C@@H]1C[C@@H](CC(=O)N3CCCCC3)O[C@@H](CO)[C@@H]1O2	-3[25 µM]
O=C(CN1CCOCC1)Nc1ccc(Br)cn1	7
OC(COCc1ccco1)CN1CCN(C(c2ccccc2)c2ccccc2)CC1 (stereo unspecified)	-1
CC1=NN(c2ccccc2)C(=O)C1C(=S)SC1CC(=O)NC1=O (stereo unspecified)	6
CC(C)(C(=O)c1ccccc1)/[N+]([O-])=C/c1ccc(Br)cc1	8
COc1ccc(CNCCC2(C(C)C)CCOC(C)(C)C2)cc1 (stereo unspecified)	15
SMILES	CD40 NFkB inh
Cc1nc(-c2ccccc2)sc1-c1ccn[nH]1	-21
CCOc1ccc(/C=N/NC(=O)CN2CCCCCCC2)cc1	9
COCCN(Cc1nnc(-c2cccs2)o1)C(=O)CN1C(=O)NC2(CCCCC2)C1=O	4
COC1=C(Nc2ccccc2)C(=O)C(OC)=C(Nc2ccccc2)C1=O	-52
CCOC(=O)C1=C(C)OC(=CC=Cc2ccccc2)C1=O	6
Cc1cccc(CC2(O)C(=O)Nc3ccccc32)n1 (stereo unspecified)	0
O=C(C1CCCCC1)N1CC[C@@H]2[C@H](CO)Nc3ccc(Br)cc3[C@@H]21	-16
CC(C)CC(NC(=O)C1CCCN1C(=O)OC(C)(C)C)C(=O)NCC(N)=O (stereo unspecified)	16
CC(C)N(C[C@H]1N[C@H](CO)[C@@H]1c1ccccc1)C(=O)CN1CCOCC1	-1[25 µM]
Cc1ccc(C(=O)OCC(=O)c2c[nH]c3ccccc23)cc1S(=O)(=O)N1CCOCC1	-4
O=C(O)c1cc(-c2ccccc2)nc2nc(N3CCCCC3)sc12	15
Cc1cc(C(=O)NCc2ccccc2)no1	7
O=C(Nc1ccc2c(c1)[C@@H]1C[C@@H](CC(=O)N3CCc4ccccc4C3)O[C@@H](CO)[C@@H]1O2)c1ccc2c(c1)OCO2	4[25 µM]
C[C@@H]1CN([C@H](C)CO)C(=O)CCCn2nncc2CO[C@@H]1CN(C)CC1CCCCC1	6[25 µM]
Cn1cnc(S(=O)(=O)N[C@@H]2CC[C@@H](CC(=O)NCC3CCCCC3)O[C@@H]2CO)c1	-2[25 µM]
Cn1c(=O)c2c(ncn2CC(=O)N2CCCc3ccccc32)n(C)c1=O	9
Cc1ccc([N+](=O)[O-])cc1S(=O)(=O)N1CCCCC1C(=O)O (stereo unspecified)	7
O=C(C(=O)c1cc(Br)ccc1O)c1cc(Br)ccc1O	41
CN1C(=O)c2cc(NC(=O)C3CCCC3)ccc2OC[C@@H]2O[C@H](CC(=O)NCCc3ccncc3)CC[C@H]21	0
N#C/C(=C/c1ccc(N2CCOCC2)c([N+](=O)[O-])c1)C(N)=O	12
CCN(CC(=O)NCc1cccs1)C(=O)c1ccc(NS(=O)(=O)c2ccc(F)cc2)cc1	1
C/C=C/c1ccc([C@@H]2[C@H](CO)N(C(=O)c3cnccn3)C23CN(C(=O)C2CCC2)C3)cc1	20[25 µM]
C[C@H](CO)N1C[C@H](C)[C@H](CN(C)Cc2ccccc2C(=O)O)Oc2cc(-c3ccc(F)cc3)ccc2S1(=O)=O	-10[25 µM]
C[C@H]1CN(C)C(=O)Cc2cc(N)ccc2O[C@H]1CN(C)C(=O)OC(C)(C)C	17
CC(C)(C)c1ccc(OCCC(=O)Nc2cccc(S(=O)(=O)N3CCCC3)c2)cc1	9
SMILES	CD40 NFkB inh
Cc1ccc(C)c(N(CC(=O)N(C)C)S(C)(=O)=O)c1	4
CC(=O)N(C)C[C@H]1Oc2c(NC(=O)NC(C)C)cccc2C(=O)N(C)C[C@H]1C	-2
O=C(CN1C(=O)NC2(CCc3ccccc32)C1=O)c1ccc(F)c(F)c1 (stereo unspecified)	22
O=C(NCC1CCCO1)c1cc(-c2ccc(Cl)cc2Cl)on1 (stereo unspecified)	-14
CCn1ccnc1CC1COc2ccccc2O1 (stereo unspecified)	2[25 µM]
Cc1ccc(-c2nn3c(C)nnc3s2)cc1NC(=O)c1ccc(-c2ccc(Cl)cc2Cl)o1	8
Cc1[nH]c2ccccc2c1/C=C(\C#N)C(=O)NC(C)c1ccccc1 (stereo unspecified)	8
CCCCN(C(=O)c1cc(S(=O)(=O)N2CCOCC2)ccc1F)c1c(N)n(CCCC)c(=O)[nH]c1=O	11
NC(CCc1ccccc1)c1csc(Nc2nccc(C(F)(F)F)n2)n1 (stereo unspecified)	9
Cc1ccc2nc(-c3ccc(NS(=O)(=O)c4ccccc4)cc3)sc2c1	-15
Cc1ccc2nsnc2c1S(=O)(=O)NCc1ccncc1	13
O=c1c2ccccc2n(Cc2cccc(F)c2)c(=O)n1C1CCCC1	15
COc1cccc(C(=O)COC(=O)C2CC3CCCC(C2)C3=O)c1 (stereo unspecified)	-17
O=C(C1CCOCC1)N1CC(=O)N2[C@H](CO)[C@@H](c3ccc(-c4cccnc4)cc3)[C@H]2C1	5[25 µM]
COc1cccc(-c2nnc(SCC(=O)NC3CCS(=O)(=O)C3)n2C)c1 (stereo unspecified)	5
O=C(CN1CCCCC1CO)c1ccc(OC(F)F)cc1 (stereo unspecified)	11
CCOc1ccc2nc(NS(C)(=O)=O)sc2c1	-28
COc1ccccc1/C=C/c1nc(S(=O)(=O)c2ccccc2)c(NCCN(C)C)o1	-12
CO[C@@H]1CN(C)C(=O)c2ccc(NC(=O)C3CCC3)cc2OC[C@@H](C)N(C)C[C@H]1C	-7
CCOc1ccc(CC(=O)NNC(=S)Nc2ccc(OC)c(OC)c2)cc1	-3
O=C(c1cccnc1)N1C[C@@H]2[C@H](c3ccccc31)[C@@H](CO)N2CC1CCCC1	12
CCc1ccc(CNC(=O)C2CCN(S(=O)(=O)N3CCC4(CC3)OCCO4)CC2)cc1	-1
Cc1noc(C)c1COc1ccccc1C(=O)NCCc1ccccc1	-11
CCCCOC(=O)c1cc(=O)[nH]c2ccc(C)cc12	4
CC(C)(C)c1ccc(S(=O)(=O)NC(=O)C2(C)CCN2C(=O)C2(c3ccccc3)CC2)cc1 (stereo unspecified)	3
SMILES	CD40 NFkB inh
O=C(NCc1ccccc1F)C(=O)NCC1CCCN1S(=O)(=O)c1ccccc1 (stereo unspecified)	7
Cc1ccc(NC(=O)CN2CCC(C(N)=O)CC2)cc1[N+](=O)[O-]	-1
C[C@@H]1CN([C@H](C)CO)C(=O)c2c(c3ccccc3n2C)-c2ccccc2CO[C@@H]1CN(C)S(=O)(=O)c1ccccc1	8
O=C(NCc1ccc2c(c1)OCO2)c1nn2cccnc2c1Cl	0
COc1ccc(/C=N/OCC(=O)N2CC3(C)CC2CC(C)(C)C3)cc1 (stereo unspecified)	6
Cc1cccc(S(=O)(=O)N2C[C@H]3[C@@H](c4ccccc42)[C@H](CO)N3C(=O)c2ccccc2)c1	2[25 µM]
CN(c1ccc(C(=O)NCCC2=CCCCC2)cc1)S(C)(=O)=O	-66
C[C@H](CO)N1C[C@H](C)[C@H](CN(C)Cc2ccc(Cl)c(Cl)c2)Oc2ccc(NC(=O)CCCN(C)C)cc2C1=O	-1[25 µM]
CS(=O)(=O)N(Cc1ccccc1)c1ccc(C(=O)Nc2ccc3c(c2)OCO3)cc1	1
COCCCNC(=O)c1ccc2c(c1)CCN2S(C)(=O)=O	0
COc1ccccc1NS(=O)(=O)c1cc(NC(=O)c2cc(F)c(F)c(F)c2F)ccc1N1CCOCC1	3
COc1cccc(-n2c(C)nnc2SCC#N)c1	10
C[C@H]1CN([C@@H](C)CO)C(=O)c2ccccc2-c2ccccc2CO[C@@H]1CN(C)C(=O)c1cc(Cl)cc(Cl)c1	15[25 µM]
O=C(Nc1ccc2c(c1)OCO2)N[C@H]1CC[C@H](CCNC(=O)C2CCCC2)O[C@H]1CO	-7
COCc1cc(=O)[nH]c2c1c(-c1ccccc1)nn2C	5

Grouped by structure: those above containing an aryl methoxy group
SMILES	CD40 NFkB inh
COc1ccc(CC(=O)NNC(=O)c2ccccc2)cc1OC	-2
COc1cccc(-c2ccc3nccn3c2)c1	-47
COc1ccc(S(=O)(=O)N2CCC(Nc3ccccc3Cl)CC2)cc1	0
COc1ccc(-n2cnnc2SCc2cnc(-c3ccccc3)s2)cc1	5
COc1cccc(C(=O)Nc2cc3c(cc2C(C)=O)OCCO3)c1	-53
COc1ccccc1N1CCN(CCN2C(=O)C3CCCCN3C2=O)CC1 (stereo unspecified)	4
COc1ccc(Nc2c(-c3ccc(OC)cc3)nc3cnccn23)cc1	-11
COc1ccc(CNCCC2(C(C)C)CCOC(C)(C)C2)cc1 (stereo unspecified)	15
COc1cccc(C(=O)COC(=O)C2CC3CCCC(C2)C3=O)c1 (stereo unspecified)	-17
COc1cccc(-c2nnc(SCC(=O)NC3CCS(=O)(=O)C3)n2C)c1 (stereo unspecified)	5
COc1ccccc1/C=C/c1nc(S(=O)(=O)c2ccccc2)c(NCCN(C)C)o1	-12
CCOc1ccc(CC(=O)NNC(=S)Nc2ccc(OC)c(OC)c2)cc1	-3
COc1ccc(/C=N/OCC(=O)N2CC3(C)CC2CC(C)(C)C3)cc1 (stereo unspecified)	6
COc1ccccc1NS(=O)(=O)c1cc(NC(=O)c2cc(F)c(F)c(F)c2F)ccc1N1CCOCC1	3
COc1cccc(-n2c(C)nnc2SCC#N)c1	10

High-throughput results deposited in PubChem BioAssay by Broad Institute.
